# Thrombin inh – blocks human thrombin protease activity | alpha-thrombin, Boc-VPR-AMC fluorogenic substrate cleavage | inhibition, % at 5 µM | 220,000 tested, 0.26% active;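 active = inhibition at or above 40%; inactive = inhibition below 40%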;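 also: 0% = enzyme with no compound and 100% = wells without enzyme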
#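 Material: Human alpha-thrombin protein | Buffer or medium: pH 7.5 Tris-saline with Tween 20 | Reagent: Boc-VPR-AMC substrate, 15 µM final | Schedule: Reaction at ambient temperature | Detection: AMC fluorescence at 355 nm excitation and 460 nm emission | Evaluation: Percent inhibition scaled between no-compound controls and no-enzyme blanks | Controls: no-compound enzyme wells and no-enzyme blanks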
# KLK5 inh – inhibitors of human kallikrein 5. recombinant hK5, fluorogenic AMC substrate cleavage. inhibition, % at 5 µM. 210,000 tested, 0.59% active. AID 873;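 active = inhibition of 40% or more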;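 also: 0% = enzyme controls without compound and 100% = no-enzyme blanks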
# Target sequence (Q9Y337 67-293 limits assumed): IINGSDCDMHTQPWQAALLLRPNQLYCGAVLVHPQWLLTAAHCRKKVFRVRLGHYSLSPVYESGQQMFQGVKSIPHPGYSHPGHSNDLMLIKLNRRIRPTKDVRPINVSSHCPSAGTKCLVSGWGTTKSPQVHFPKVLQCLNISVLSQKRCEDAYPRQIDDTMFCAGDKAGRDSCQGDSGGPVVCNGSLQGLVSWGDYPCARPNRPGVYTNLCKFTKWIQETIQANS
# p97 ATPase inh – human p97 ATPase inhibition; AID 1481; 220,000 tested, 0.42% active; recombinant p97 ATPase, Kinase-Glo ATP luminescence, 3 h; P55072; inhibition, % at 8 µM; in the data active = inhibition above about 15%;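 also: 0% = DMSO vehicle and 100% = wells lacking enzyme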
# PERK inh – inhibitors of human PERK kinase; Q9NZJ5; CHO PERK-DD fusion, SEAP luminescence translation reporter; inhibition, % at 5.6 µM; 220,000 tested, 0.17% active; AID 1416;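 active = inhibition above the mean inhibition of all tested compounds plus 3 SD, set separately per screening campaign, cut at about 2.9% in these data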;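 also: PERK kinase domain activated by AP20187 dimerizer at 100 nM; 0% = DMSO with dimerizer and 100% = rapamycin at 8.4 µM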
# FXIIa inh – blocks human coagulation factor XIIa protease activity. purified FXIIa, Boc-QGR-AMC fluorogenic substrate, 2 h. P00748. 220,000 tested, 0.3% active. inhibition, % at 5 µM; in the data active = inhibition above about 40%;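 also: 0% = enzyme with no compound and 100% = blank without enzyme; many of its hits are not listed in these tables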
# Target sequence (P00748 20-372 limits assumed): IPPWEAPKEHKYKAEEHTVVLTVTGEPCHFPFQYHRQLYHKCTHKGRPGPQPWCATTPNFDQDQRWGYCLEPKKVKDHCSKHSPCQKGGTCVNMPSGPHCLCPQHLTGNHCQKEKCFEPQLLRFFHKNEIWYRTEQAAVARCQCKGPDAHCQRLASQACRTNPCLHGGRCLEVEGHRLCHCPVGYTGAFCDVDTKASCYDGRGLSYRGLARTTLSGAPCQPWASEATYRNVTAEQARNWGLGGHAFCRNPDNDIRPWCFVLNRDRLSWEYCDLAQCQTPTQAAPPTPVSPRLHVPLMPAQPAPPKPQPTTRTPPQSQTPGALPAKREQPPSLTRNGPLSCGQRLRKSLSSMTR
# Target sequence (P00748 373-615 limits assumed): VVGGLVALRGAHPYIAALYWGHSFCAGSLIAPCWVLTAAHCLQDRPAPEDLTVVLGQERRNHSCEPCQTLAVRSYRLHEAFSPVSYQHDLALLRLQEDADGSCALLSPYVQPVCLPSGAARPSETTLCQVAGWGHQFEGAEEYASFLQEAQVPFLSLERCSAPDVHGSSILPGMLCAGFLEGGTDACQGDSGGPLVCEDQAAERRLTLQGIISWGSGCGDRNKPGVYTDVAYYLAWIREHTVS
# Furin inhibitor – human furin inhibition. P09958. purified furin, fluorogenic substrate cleavage. inhibition, % at 30 µM. 220,000 tested, 0.061% active. AID 463115; in the data active = inhibition above about 25%; also: inactives centre near -15
# KCC2 mod – modulates chloride dependent transport by human KCC2; 190,000 tested, 2.2% active; B-score of Tl+ flux slope (higher = more flux/activation; lower = inhibition) at 10 µM; KCC2 cells, thallium flux FluoZin-2 fluorescence; Q9H2X9; AID 1456;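 active = thallium flux slope and its plate-corrected score both differing from the plate sample mean at a set confidence after two filtering rounds, in either direction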;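 also: slope of fluorescence scaled to starting intensity during 10 to 20 s after thallium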
# FXIa inh – blocks human coagulation factor XIa protease activity. P03951. inhibition, % at 5 µM. 220,000 tested, 0.14% active. purified FXIa, Boc-Glu-Ala-Arg-AMC fluorogenic substrate;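 active = inhibition of at least 40%; inactive = inhibition below 40%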;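 also: fluorescence of freed AMC excited at 355 nm; 0% = enzyme without compound and 100% = no enzyme blank; many of its hits are not listed in these tables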
# Wee1 degr inh – blocks degradation of human Wee1 kinase. P30291. HeLa Luc-Wee1K328M stability, luciferase luminescence; 100% = proteasome inhibitor MG132 effect. reporter increase, % at 5 µM. 220,000 tested, 1.2% active. AID 1321;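 active = activation above the mean of all tested compounds plus 3 SD, set per screening run, cut at about 8.8% in these data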;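 also: cells exposed to compound for 20 h before luminescence read; 0% = DMSO alone and 100% = MG132 at 30 µM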
# Starred values were filed as active, the others as inactive; i = inactive; nt = no result given; [ ] = another dose, or the depositor's remark.
SMILES,Thrombin inh,KLK5 inh,p97 ATPase inh,PERK inh,FXIIa inh,Furin inhibitor,KCC2 mod,FXIa inh,Wee1 degr inh
CCOC(=O)c1cc2c(C)[nH]c(C)c2cc(C(=O)OCC)c1=O,1,1,1,1.4,9,-5,i,-2,-1
CC1CN(C2=NC(=O)/C(=C3/C(=O)N(Cc4ccc(F)cc4)c4ccccc43)S2)CC(C)O1 (stereo unspecified),-5,3,8,-0.7,6,-9,-0.58,3,1
CCc1nnc(NC(=O)c2cc(S(=O)(=O)N3CCCCC3)ccc2N2CCOCC2)s1,-14,3,1,0.7,5,-10,-2.4,-2,1
Cc1ccc(-c2ccc(C(=O)NCc3ccc(Cl)cc3)o2)c2ccccc12,0,-10,2,0.2,7,-17,-0.0069,5,2
CS(=O)(=O)Nc1ccc2[nH]c(=O)[nH]c2c1,-6,-3,5,0.8,-2,-25,0.55,1,1
Nc1nc(SCC(=O)NC2CCCc3ccccc32)n[nH]1 (stereo unspecified),-12,-1,-4,0.6,5,-17,1.1,1,0
CCOc1ccc(N/C(=N/c2nc(C)cc(C)n2)NC(C)=O)cc1,3,4,-3,-0.1,9,-21,-1.1,3,1
O=C1C2C3c4ccccc4C(c4ccccc43)C2C(=O)N1c1cccc2cccnc12 (stereo unspecified),2,4,2,1.0,17,-35[20 µM],0.27,7,0
Cc1cc(Cl)ccc1OCC(=O)NCCCn1ccnc1,-1,-4,-5,0.1,10,1,0.95,11,-3
O=C(NC1CCCC1)C(c1ccncc1)N(Cc1ccco1)C(=O)c1ccc(-c2ccccc2)[nH]1 (stereo unspecified),3,-3,0,0.2,12,-13,-3.3*,-2,-1
CCn1cc(CNC(=O)CCSc2nc(-c3ccco3)cc(C(F)(F)F)n2)cn1,0,-10,1,-1.4,2,-11[20 µM],-0.62,-1,0
S=C(NCCCN1CCOCC1)Nc1ccc(Cl)c(Cl)c1,-3,-23,3,0.3,5,-18,-0.9,3,4
Cc1c(-c2ccccc2)sc2nc[nH]c(=S)c12,-5,-11,5,0.6,-2,-22,90*,1,-1
COc1ccccc1OCCn1cc(/C=N/NC(=O)c2ccncc2)c2ccccc21,-10,-1,-4,-0.8,4,14,-0.24,1,1
CC1=C(C#N)C(=O)NC(C)(C)C1,-9,-2,2,0.2,-11,9[20 µM],nt,-9,0
O=C1N(C2CCCC2)C[C@@H]2C[C@@H](c3cccn3-c3nccs3)N3CCC[C@@]123,-4,nt,-1,1.3,2,-21,nt,-3,4
O=C(CCC(=O)N1CCCC1)Nc1nnc(C2CCCCC2)s1,1,-11,-3,-0.2,17,-18,nt,3,-2
COc1ccc(/C=C(/C#N)C(=O)Nc2ccc(O)cc2)cc1C(=O)O,-8,-2,3,0.4,4,-6,-0.49,-1,-2
NNC(=O)c1csc(-c2cccc(C(F)(F)F)c2)n1,-3,1,-4,0.0,9,-10,0.26,0,-3
COCCN(CCOC)C(=O)c1cc2sc3ccccc3c2s1,0,-2,-3,-0.3,19,-20,nt,3,1
O=C(CC1Sc2ncnn2C1=O)Nc1ccc(Cl)cc1 (stereo unspecified),-5,-7,8,2.3,4,-27,0.57,-4,-2
CC(C)C(OC(=O)c1cccs1)C(=O)NC1CCCCC1 (stereo unspecified),-2,-8,-5,-1.0,8,-12[20 µM],-0.016,-2,-2
CC(Sc1nnc(Nc2ccccc2)s1)C(=O)NC1CCCc2ccccc21 (stereo unspecified),-1,-6,4,-0.4,12,-28,-0.34,8,3
NC(=O)c1ncn([C@@H]2O[C@H](CO)[C@@H](O)[C@H]2O)n1,-1,-7,0,1.0,7,-8,0.023,18,2
O=c1oc2ccccc2c2c1ncn2-c1ccccc1,2,-19,-5,-0.3,14,-22[20 µM],-2,-3,-4

# Entries listed so far printed as active in KCC2 mod:
SMILES,Thrombin inh,KLK5 inh,p97 ATPase inh,PERK inh,FXIIa inh,Furin inhibitor,KCC2 mod,FXIa inh,Wee1 degr inh
O=C(NC1CCCC1)C(c1ccncc1)N(Cc1ccco1)C(=O)c1ccc(-c2ccccc2)[nH]1 (stereo unspecified),3,-3,0,0.2,12,-13,-3.3*,-2,-1
Cc1c(-c2ccccc2)sc2nc[nH]c(=S)c12,-5,-11,5,0.6,-2,-22,90*,1,-1

# (list continues)
SMILES,Thrombin inh,KLK5 inh,p97 ATPase inh,PERK inh,FXIIa inh,Furin inhibitor,KCC2 mod,FXIa inh,Wee1 degr inh
O=C(O)CNC(=S)NCc1ccccc1,-15,-16,-1,-0.4,6,-16,0.3,-5,0
Cc1cc(-c2csc(NC(=O)c3ccc(=O)[nH]c3)n2)c(C)n1Cc1ccccc1,-3,-1,7,-0.7,7,-16,0.083,-1,0
Cc1nonc1C(=O)N/N=C/c1cc2c(cc1Br)OCO2,-10,3,-2,0.4,11,-5,-1.8,5,4
COC(=O)CN1C(=O)C2(C(C#N)=C(N)Oc3c2c(C)nn3-c2ccccc2)c2ccccc21 (stereo unspecified),-6,-25,-7,-0.4,1,-11[20 µM],3.9*,-6,0
COc1ccc(C(=O)Nc2ccccc2C(=O)O)cc1Cl,24,47*,-4,-0.2,28,3,-2.1,12,-2
NCCNC(=O)Cc1cccc(NC(=O)Cc2ccc(Nc3ncnc4c3ncn4[C@@H]3O[C@H](CO)[C@@H](O)[C@H]3O)cc2)c1,3,2,nt,nt,8,-21,0.025,3,nt
Cc1ccc(CSCC(=O)NCc2ccc(F)cc2)cc1,-3,-19,-3,2.0,2,-2,-1.9,-8,0
CC1=C(C(=O)OCCc2ccccc2)C(c2ccsc2)NC(=O)N1C (stereo unspecified),0,-3,3,0.3,19,-17,nt,10,0
COc1ccc(-n2c(SCC3CNC(=O)O3)nnc2-c2ccc(Cl)cc2)cc1 (stereo unspecified),-4,-20,-2,-0.3,7,7,-1.1,3,6
Cc1ccc(S(=O)(=O)N2CCN(C(=O)c3cc(=O)c4ccccc4o3)CC2)cc1,-11,-6,-3,0.1,2,-15,0.44,-5,-4
CCOc1ccc(N(CC(=O)Nc2ccc(OC)cc2)S(=O)(=O)c2c(C)noc2C)cc1,-4,0,-2,0.9,9,-18,-0.063,2,-1
COC(CNC(=O)c1ccc2c(c1)nc(C)n2-c1ccc(F)c(F)c1)OC,3,-8,1,1.5,11,-11[20 µM],0.37,5,-2
O=C(NCCCN1CCOCC1)c1ccc(CS(=O)(=O)Cc2ccc(Cl)cc2)o1,12,37,2,0.4,17,-8[20 µM],-0.039,11,-3
CCCn1cc(NC(=O)C2CC(c3cccc(Br)c3)=NO2)cn1 (stereo unspecified),-2,2,3,0.3,3,-16[20 µM],0.016,1,1
COCc1nnc(NC(=O)CS(=O)(=O)Cc2ccccc2)s1,-5,3,3,0.3,1,-10[20 µM],0.96,-2,0
CSc1nc2ccccc2n1Cc1cccc(F)c1,0,-21,-8,-0.9,-5,-16[20 µM],-0.8,-9,0
CC1Cc2ccccc2N1C(=O)CSc1nnnn1-c1ccc2c(c1)OCCO2 (stereo unspecified),-9,-3,-1,-0.8,7,-17,-2,-3,-1
O=C(Cc1cccs1)N/N=C/c1ccccc1,-8,-1,7,0.6,4,-28,-0.24,2,-3
Cn1nnnc1SC(C(=O)Nc1ccc(F)cc1)c1ccccc1 (stereo unspecified),-7,-10,-4,-0.6,5,-19,-0.093,-5,4
CNC(=O)c1c(O)c2cccc3c2n(c1=O)CC3,nt,nt,-2,0.8,nt,-14[20 µM],-0.32,nt,1
O=C(NC(=S)NCc1nc2ccccc2[nH]1)c1ccccc1F,1,3,4,-0.1,8,-9,-0.65,0,-2
COc1nc(Nc2nc3ccccc3c(=O)[nH]2)nc2ccc(C)cc12,-2,1,3,0.9,11,-26,1.5,4,3
O=C(CSCc1ccc(Br)cc1)NC1CC1,-6,-3,4,0.5,2,-13,-0.044,-5,-2
CCc1c(C)c(C#N)c2nc3ccccc3n2c1Cl,-1,-8,8,1.8,14,-22,-1.3,4,0
C=C(C)COc1ccc(-c2nc(N)nc(C)c2-c2ccc(OC)cc2)c(O)c1,4,-2,0,-0.9,14,-11,0.76,9,-2

# Compounds above with a CF3 group (2):
SMILES,Thrombin inh,KLK5 inh,p97 ATPase inh,PERK inh,FXIIa inh,Furin inhibitor,KCC2 mod,FXIa inh,Wee1 degr inh
CCn1cc(CNC(=O)CCSc2nc(-c3ccco3)cc(C(F)(F)F)n2)cn1,0,-10,1,-1.4,2,-11[20 µM],-0.62,-1,0
NNC(=O)c1csc(-c2cccc(C(F)(F)F)c2)n1,-3,1,-4,0.0,9,-10,0.26,0,-3

# The listing continues.
SMILES,Thrombin inh,KLK5 inh,p97 ATPase inh,PERK inh,FXIIa inh,Furin inhibitor,KCC2 mod,FXIa inh,Wee1 degr inh
O=C(COc1ccc(S(=O)(=O)Nc2ccccc2)cc1)NCc1cccnc1,8,8,-2,1.1,17,1,-1.2,14,3
COc1ccc(/C=N/n2cnnc2)cc1COc1ccccn1,-1,-4,4,1.4,13,-19,nt,3,-2
CC(C)c1ccc(/C=C/C(=O)N2CCCCCC2)cc1,-8,-16,-5,-0.8,2,-11,-0.26,-2,-1
CCOC(=O)c1c(C)n(C)c2ccc(OCC(O)CN(CC)CC)cc12 (stereo unspecified),1,-2,2,-0.3,11,-30,-1.4,0,-3
CCN(C(=S)Nc1cc(S(=O)(=O)N2CCOCC2)ccc1Cl)c1cccc2ccccc12,-5,-23,5,1.4,10,-14,-0.33,7,4
COC(=O)c1cn(NC(=O)COc2ccc(Cl)cc2)c(=O)c2ccccc12,-3,-4,-5,-0.2,1,-10,0.55,-6,-1
CCc1ccc(OCC(=O)NNC(=O)CSc2nnc(-c3ccc(C)cc3)n2C)cc1,10,-56,1,0.7,-2,-18,-1,7,2
CCOc1ccc(/C=N/NC(=O)COc2ccccc2-c2ccccc2)cc1,3,-18,-1,0.5,15,-12[20 µM],-0.017,8,1
Cc1csc(Sc2nc3c(c(=O)[nH]c(=O)n3C)n2Cc2ccccc2Cl)n1,-3,1,7,0.7,8,-9,nt,-8,-2
COc1cc2c(cc1NC(=S)NC(=O)/C=C/c1ccco1)oc1ccccc12,-9,-15,2,1.3,2,15,-0.69,6,-1
O=C(Nc1ccccc1Cl)c1ccccc1Cc1ccccc1,-1,-8,-1,0.9,7,-22,-0.38,5,1
Cc1ccccc1OCC(=O)OCC(=O)c1ccc(OC(=O)c2ccccc2)cc1,0,-12,1,-0.1,18,-20,-0.12,-3,2
S=c1[nH]nc(COc2ccccc2)n1-c1ccccc1,-9,-7,3,1.0,13,-11,0.19,0,-1
CC(=O)c1c(O)c2ccccc2n(C2CCCCC2)c1=O,-6,nt,0,0.2,7,-22,0.077,-4,-1
Cn1nnc2cc(C(=O)NCCC3=CCCCC3)ccc21,3,-1,1,-0.4,18,-14[20 µM],-0.33,4,0
CC(OC(=O)c1cc2sccc2n1C)C(=O)NCc1ccc(F)cc1 (stereo unspecified),-2,6,0,0.8,4,-28[20 µM],-2.6,-5,-3
COC(=O)c1ccccc1NC(=O)C1CCCN(c2nnc(-n3cccc3)s2)C1 (stereo unspecified),-2,-12,0,-0.6,15,-22,-1.8,7,4
COC(=O)c1nnn(CC(=O)NC(=O)Nc2ccccc2F)c1C(=O)OC,-8,-3,5,2.0,3,-20,1.3,-3,1
O=C(Nc1ccc(Cl)cc1Cl)NC1CCCC1,0,-9,2,1.7,7,-23,0.25,-4,1
CCOC(=O)c1cn(Cc2cccc(C)c2)nn1,-8,-4,3,0.7,0,-25,1,4,2
COc1cccc(/C(O)=C2/C(=O)C(=O)N(CCCN3CCOCC3)C2c2ccncc2)c1 (stereo unspecified),1,117*,2,1.5,-4,-10,1.6,-3,1
COc1ccc(C(=O)Cn2nnc(-c3ccccc3NC(=O)C3CCCCC3)n2)cc1,-7,-16,1,0.5,-2,-15[20 µM],-0.34,4,-3

# From PubChem
